TDP-43 yeast inh – inhibitors of TDP-43 toxicity in yeast | TDP-43 expressing yeast growth rescue, BacTiter-Glo, 24 h | Potency, µM (top dose mostly 46.1 µM), without a hit: at the highest dose growth rescue (activation), actives largely listed as activators | 410,000 compounds, 1.8% hits; further: potency means the concentration at half of the fitted maximal effect; % of control where 0% means no effect; nearly all actives have a fitted effect of over 50% in size
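Yeast expressing TDP-43 (pregrown in raffinose, seeded at OD600=0.02 in galactose medium) exposed to compounds 24 hr at 30 deg C. Growth read by BacTiter-Glo luminescence; rescue of toxicity appears as increased signal.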
PTHR1 ag – activates the human parathyroid hormone receptor PTHR1; 410,000 compounds, 0.075% hits; Potency, µM (series often up to 115 µM), without a hit: at the highest dose activation, hits mostly activators; AID 743266; HEK293 GP2 PTHR1 cells, GloSensor cAMP luminescence, 1 h; further: potency means the concentration at half of the fitted maximal effect; nearly all actives have a fitted effect of over 55% in size; some results filed as inactive show a strong effect at the top dose; inactives centre near -15; many of its hits are not listed in these tables
Target sequence (Q03431 whole entry, looked up): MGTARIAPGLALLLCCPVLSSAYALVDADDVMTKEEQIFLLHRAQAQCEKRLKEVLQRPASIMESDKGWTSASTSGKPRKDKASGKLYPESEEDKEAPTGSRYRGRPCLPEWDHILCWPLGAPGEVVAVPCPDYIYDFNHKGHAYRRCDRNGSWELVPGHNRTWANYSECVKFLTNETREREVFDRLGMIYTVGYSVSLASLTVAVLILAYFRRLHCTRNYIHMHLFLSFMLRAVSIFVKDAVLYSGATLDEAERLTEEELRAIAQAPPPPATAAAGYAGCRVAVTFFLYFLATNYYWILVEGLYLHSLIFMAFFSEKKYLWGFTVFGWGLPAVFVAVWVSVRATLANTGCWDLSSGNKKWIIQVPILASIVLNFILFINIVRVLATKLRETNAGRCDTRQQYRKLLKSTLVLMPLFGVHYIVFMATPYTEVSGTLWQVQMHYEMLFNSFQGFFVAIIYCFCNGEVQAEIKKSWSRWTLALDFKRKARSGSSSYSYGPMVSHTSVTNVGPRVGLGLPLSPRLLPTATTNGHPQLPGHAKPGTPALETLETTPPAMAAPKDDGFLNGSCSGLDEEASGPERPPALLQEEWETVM
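HEK-293-derived GP2 cells expressing PTHR1 and a GloSensor cAMP reporter, 3,000/well, plated overnight, given luciferin plus IBMX (each 0.5 mM as added) for 1 h at 37 °C, then compound for 1 h at 37 °C. Luminescence was read after 15 min at room temperature.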
aSyn yeast inh – inhibitors of alpha-synuclein toxicity in yeast. Yeast expressing alpha-synuclein, growth rescue, BacTiter-Glo, 24 h. Potency, µM (series often up to 46.1 µM), for inactives: at the top dose growth rescue (activation), hits mostly activators. 370,000 compounds, 0.14% hits; further: potency means the concentration at half of the fitted maximal effect; % of control where 0% means no effect; nearly all actives have a fitted effect of over 65% in size
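Galactose-induced alpha-syn yeast (OD600=0.02, raffinose-pregrown) + pinned cpd, 24 hr, 30 deg C; growth by BacTiter-Glo luminescence. Growth restoration scores as activation.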
GLP1R inv ag – inverse agonists of human GLP-1 receptor. P43220. HEK293 GLP-1R CRE-luciferase, luminescence, 24 h; GLP-1R form is constitutively active. Potency, µM (highest dose often 38.3 µM), for the others: at the highest dose activity change, negative = inhibition, most hits filed as inhibitors. 410,000 compounds, 1.6% hits; further: potency means the concentration at half of the fitted maximal effect; on the % scale 0 is the no-effect control and ±100 the full control effect; nearly all actives have a fitted effect of over 55% in size
Target sequence (P43220 whole entry, looked up): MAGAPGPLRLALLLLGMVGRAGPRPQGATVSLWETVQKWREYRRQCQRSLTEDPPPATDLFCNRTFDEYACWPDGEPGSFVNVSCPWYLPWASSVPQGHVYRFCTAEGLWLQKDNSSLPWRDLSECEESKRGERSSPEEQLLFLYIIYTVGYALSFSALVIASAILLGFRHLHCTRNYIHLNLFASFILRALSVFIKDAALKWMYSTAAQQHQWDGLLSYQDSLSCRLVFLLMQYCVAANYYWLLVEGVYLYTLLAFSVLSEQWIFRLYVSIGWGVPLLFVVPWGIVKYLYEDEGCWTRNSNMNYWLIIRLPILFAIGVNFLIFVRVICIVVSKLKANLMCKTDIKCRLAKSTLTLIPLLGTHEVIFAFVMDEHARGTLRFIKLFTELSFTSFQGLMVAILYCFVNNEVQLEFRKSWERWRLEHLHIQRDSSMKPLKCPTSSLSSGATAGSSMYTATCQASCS
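GLP-1R inverse agonism mode: basal reporter luminescence in engineered HEK293 cells measured after one day of compound exposure at 37 deg C, with a 12 min room-temperature detection step.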
D3 antag – antagonists of human D3 dopamine receptor; D3R cells, DiscoveRx beta-arrestin luminescence, antagonist mode; active compounds read low; max response, negative = inhibition, %; 360,000 compounds, 2.5% hits; in the data active means max response below about -50%; inconclusive means no clear call, values can overlap the other calls; further: on the % scale 0 is the no-effect control and ±100 the full control effect; mostly tested at two doses, the higher about 12 µM
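Cells plated overnight at 1500 cells/well, then exposed to library compounds with dopamine controls for 90 minutes at 37 degrees C. DiscoveRx reagent added for 30–60 minutes at room temperature; luminescence read, quantitative HTS format.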
GLP1R cytotox – cytotoxic in the GLP-1 receptor inverse agonist counter-screen | 410,000 compounds, 0.13% hits | HEK293 cAMP-luciferase reporter cells, luminescence, 24 h | Potency, µM (series often up to 38.3 µM), without a hit: at the highest dose activity change, negative = inhibition, usual class: inhibitors | AID 624418;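 further: loss of luciferase light is scored as toxicity; potency means the concentration at half of the fitted maximal effect; on the % scale 0 is the no-effect control and ±100 the full control effect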
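Compound-treated cells are incubated 24 hr at 37 deg C under 5% CO2 after a 12 hour attachment period, then luciferase detection reagent is added and luminescence is measured following 12 min at room temperature; lowered signal indicates toxicity.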
GLP1R ag – GLP-1 receptor (human) agonism. P43220. Potency, µM (highest dose often 45.6 µM), for the others: top-dose activation, usual class: activators. AID 624172. 380,000 compounds, 0.007% hits. HEK293 GLP-1R CRE-luciferase, luminescence, 4-6 h; cells express a hypersensitive GLP-1R form; further: potency means the concentration at half of the fitted maximal effect; % of control where 0% means no effect
KB-V1 cytotox – kills drug-selected multidrug resistant KB-V1 cells | Potency, µM (highest dose often 46.1 µM), for inactives: top-dose activity change, negative = cytotoxicity, most hits filed as cytotoxic | 400,000 compounds, 3.4% hits | KB-V1 MDR cells viability, CellTiter-Glo, 72 h; further: potency means the concentration at half of the fitted maximal effect; on the % scale 0 is the no-effect control and ±100 the full control effect; nearly all actives have a fitted effect of over 60% in size
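KB-V1 MDR subline cells in DMEM (phenol-red free, 10% FBS) exposed to compounds in qHTS concentration series for 72 h at 37 degrees C. Viability read by CellTiter-Glo luminescence; concentration-effect curves fitted after normalization and correction.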
D3 ag – D3 dopamine receptor (human) agonism | P35462 | 410,000 compounds, 0.58% hits | max activation, % | D3R DiscoveRx beta-arrestin cells, luminescence, 90 min; in the data active means max activation above about 30%; further: 0% is about no effect; mostly tested at two doses, the higher about 12 µM
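Cells at 1500/well, incubated overnight, then treated with pinned compounds (dopamine as control) for 90 min at 37 degrees C. DiscoveRx reagent added for 30 - 60 minutes at room temperature; luminescence read.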
Numbers without * were called inactive; i = inactive; u = inconclusive; x = no result given; & = joins results of further samples; [ ] = another dose, or the depositor's remark. Unless noted, the call rests on the fitted dose curve; in most records, active means well fitted curve in the direction sought with a large enough effect; inconclusive means small, poorly fitted or top-dose-only effect, or another doubt; inactive means no such curve, though single readings can be large; an effect the other way counts as inactive or inconclusive.

SMILES	TDP-43 yeast inh	PTHR1 ag	aSyn yeast inh	GLP1R inv ag	D3 antag	GLP1R cytotox	GLP1R ag	KB-V1 cytotox	D3 ag
CCCCCOC(=O)Cn1c(=O)c2c(nc(N3CCOCC3)n2C)n(C)c1=O	-20%	i	-1%	2%	-18	3%	11%	16µM*	-5
Cc1ccc(C[n+]2ccccc2)cc1	6%	-21%	-2%	-13%	-17	-6%	6%	u	-9
COc1ccc(C(C(=O)NC2CCCC2)N(C(=O)c2ccoc2C)c2ccc(C)c(C)c2)cc1 (stereo not drawn)	-22%[0.397 µM]	i	-11%	10µM*	9	-8%	9%	-22%	-5
CCSc1ncc(Cl)c(C(=O)N2CCN(c3ccc(OC)cc3)CC2)n1	0%	i	x	16%	x	-4%	x	-9%	4
Cc1ccc(Cn2nc(C)c(NC(=O)CSc3n[nH]c(C)c3[N+](=O)[O-])c2C)cc1	0%	-17%	-5%	-7%	-26	-4%	0%	0%	0
COc1ccc(C(=O)Nc2ccc(C(=O)N3CCOCC3)cc2)cc1OC	-8%	-17%	-6%	37%[activator]	1	-20%	3%	-18%	-2
O=C(Nc1ccccc1C(=O)O)c1ccc2ccccc2n1	-26%	-6%	-11%	40%[activator]	u	0%	-7%	-14%	-11
Cc1ccc(C(=O)Nc2sc3c(c2C(=O)NCc2ccco2)CCC(C(C)(C)C)C3)cc1 (stereo not drawn)	17%	i	x	4%	x	2%	x	u	-5
COc1cc([N+](=O)[O-])ccc1NC(=O)COC(=O)c1n[nH]c2ccccc12	5%	-31%[inhibitor]	1%	u	-18	9%	12%	-1%	7
Cc1ccc(CNC(=O)c2cn(C)c3ccc(S(=O)(=O)N4CCOCC4)cc3c2=O)cc1	-8%&11%	-17%&-22%	0%	-2%&5%	0	-3%&-8%	0%	8%&1%	3&-4
COc1ccc(C(O)c2ncc(-c3ccccc3C)[nH]2)cc1F (stereo not drawn)	-6%	i	2%	13%	0	8%	0%	-11%	-8
CCOC(=O)N/N=C/c1cccnc1	-8%	i	7%	12%	8	11%	1%	1%	2
Cn1c(CNC(=O)C(C)(C)C)nc2ccccc21	7%	i	3%	-1%	11	-12%	-9%	-3%	6
CCc1cc(=O)oc2cc(C)cc(OC(C)C(=O)NCc3cccnc3)c12 (stereo not drawn)	0%	-4%	-8%	52%[activator]	4	-3%	9%	u	1
CCC(C)Nc1nnnc2c1sc1nc3c(cc12)COC(C)(C)C3 (stereo not drawn)	-3%	-3%	-2%	44%[activator]	-11	-11%	7%	u	11
CCCCOc1ccc(/C=C/C(=O)NC2=Nc3ccccc3NC(C)=C2C(=O)OCC)cc1OC	-1%[9.22 µM]	-1%	8%	11%	12	-5%	12%	0%	-12
Fc1ccc(-c2csc(-c3ccncc3)n2)cc1	13µM*	i	3%	5%[0.307 µM]	13	-4%[0.307 µM]	17%	-12%	5
Cc1ccc(NC(=O)CC2C(=O)N(Cc3ccccc3)C(=S)N2NC(=O)c2cccc(F)c2)c(C)c1 (stereo not drawn)	13%	-62%[inhibitor]	-5%	0%	-9	-17%	-18%	4.1µM*	-11
CCc1nnc(NC(=O)c2cc(S(=O)(=O)N(CC)CC)ccc2Cl)s1	-10%	-25%[57.5 µM]	7%	u	-10	-2%	30%	-19%	0
Nc1cccc(C#Cc2ccc3c(=O)c4ccccc4oc3c2)c1	17%	-17%	-7%	-31%	11	-8%	20%	15%	27
CCOC(=O)c1oc2ccccc2c1CSc1nnnn1-c1ccc(C)cc1	1%	-8%[57.5 µM]	-11%	3%	0	-1%	7%	-10%	-9
Cn1cccc1C(=S)N1CCOCC1	2%	-10%[57.5 µM]	-8%	2%	-26	-4%	-5%	20%	2
NC(=S)N/N=C/c1ccc(-c2ccc(SC(F)F)cc2)o1	-13%[1.82 µM]	-27%	-2%	u	7	u	24%	-24%	-5
CN(C)c1ccc(C2CC(=O)C=C(Nc3ccccc3N)C2)cc1 (stereo not drawn)	-9%	-1%	-3%	15%	7	9%	21%	0%	3
CCOC(=O)c1ccc(NC(=O)CC2C(=O)N(c3ccccc3)C(=O)N2Cc2ccc(C)cc2)cc1 (stereo not drawn)	7%	-23%	x	u	x	-5%	x	-2%	4

New compounds follow:
SMILES	TDP-43 yeast inh	PTHR1 ag	aSyn yeast inh	GLP1R inv ag	D3 antag	GLP1R cytotox	GLP1R ag	KB-V1 cytotox	D3 ag
O=C(NCc1ccccn1)c1n[nH]c(=O)c2ccccc12	7%	i	-6%	26%	-10	1%	13%	-1%	5
COc1ccccc1OCCNC(=O)c1ccccc1OCc1c(C)noc1C	19%	i	6%	12%	20	5%	2%	4%	5
O=C(Nc1c(-c2ccccc2)nc2ccccn12)c1ccccc1F	4%&9%	-7%&-20%	-1%	1%&2%	8	-2%&-26%	9%&1%	7%&3%	0&3
CC(=O)c1ccc(NC(=O)CSC(C)C)cc1	-30%[inhibitor]	i	1%	6%	u	5%	-5%	-15%	-16
CCOc1ccc(OCC)c(Nc2cc(C)nc3nc(C)nn23)c1	-3%	15%	-4%	3%	-20	2%	7%	-22%	-8
CC(=O)c1cccc(NS(=O)(=O)N2CCCCC2)c1	16%	i	3%	17%	u	-1%	7%	-27%	-3
O=C(O)c1ccccc1SC1CC(=O)N(C2CCCCC2)C1=O (stereo not drawn)	22%	-5%	4%	9%	-15	8%	-5%	5%	0
CCOC(=O)N1CCC(N2C(=O)c3ccccc3C2Nc2cccnc2)CC1 (stereo not drawn)	21%	i	1%	26%	14	-16%	-1%	-2%	7
COc1ccccc1NC(=O)c1c(NC(=O)c2ccccc2F)sc2c1CCC2	-7%	-17%	x	1%	x	1%	x	6%	-21
COc1ccccc1CCCNC(=O)C1CCC(=O)N(CCN2CCOCC2)C1 (stereo not drawn)	-4%	i	0%	14%	9	-2%	0%	u	3
Cc1nn(Cc2ccccc2)c(Cl)c1/C=C/C(=O)OC(C)C(=O)N1CCCC1 (stereo not drawn)	-10%	-28%	7%	-5%	-3	2%	-3%	-44%	0
CCCCc1c(C)nc2ccc(C)cc2c1SCCC(=O)O	-8%	i	9%	5%	-11	-1%	9%	7%	-2
Cc1ccc(N2CC(C(=O)N3CCC4(CC3)CC(=O)c3ccccc3O4)CC2=O)cc1C (stereo not drawn)	25%	-9%	12%	u	0	-4%	1%	-23%	6
O=C(C1CCCN(S(=O)(=O)c2cccc3nsnc23)C1)N1CC=C(c2ccccc2)CC1 (stereo not drawn)	20%	-16%[57.5 µM]	8%	-21%	30	-13%	0%	u	0
CC(C)(O)C1Cc2cc(/C=C/C(=O)O)c(O)cc2O1 (stereo not drawn)	-94%[inhibitor]	i	-71%[inhibitor]	29%	-22	-1%	3%	-3%	-5
Cc1nnc(NC(=O)CSC2CCCCC2)s1	12%	i	1%	-2%	10	-3%	4%	37%	-2
Cn1c(Cc2cccs2)nnc1SCC(=O)Nc1ccccc1	-11%	i	-4%	9%	15	0%	-1%	-13%	-4
O=C(COC(=O)C1CCN(c2ccc(C(F)(F)F)cn2)CC1)Nc1ncc(Cl)cc1Cl	-2%	-27%	-5%	19%	24	22%	0%	4%	-5
CC(Cc1ccccc1)=NNS(=O)(=O)c1ccc([N+](=O)[O-])cc1	-18%	i	-3%	35%[activator]	-19	-4%	0%	0%	-15
COc1cccc(C2/C(=C(/O)c3ccccc3)C(=O)C(=O)N2CCCC(=O)O)c1 (stereo not drawn)	-3%	i	1%	4%	-23	20%	1%	-1%	-10
COCCCN(C(=O)CCOc1ccc(C)cc1)c1c(N)n(Cc2ccccc2)c(=O)[nH]c1=O	7%	-10%	3%	-4%	1	-19%	0%	25%	3
O=C(NCc1ccccc1)c1ccc(F)c(F)c1	-5%	i	3%	4%	3	-2%	3%	-15%	-4
COC(=O)c1ccc2nc(-c3ccccc3)c(Cc3ccccc3C(F)(F)F)n2c1	5%	-1%	-4%	27%	14	0%	3%	u	1
CC(C)NC(=O)CCc1nc2cccnc2n1-c1ccccc1	-20%	-12%	-7%	38%[activator]	0	-5%	14%	-14%	6
CC(=O)c1cccc(NC(=S)NC(=O)C(C)C)c1	15%	-2%[57.5 µM]	-7%	-7%	6	8%	7%	-8%	-3

(listing goes on)
SMILES	TDP-43 yeast inh	PTHR1 ag	aSyn yeast inh	GLP1R inv ag	D3 antag	GLP1R cytotox	GLP1R ag	KB-V1 cytotox	D3 ag
Cc1cc(NC(=S)NC(=O)CC(C)C)ccc1Br	-2%	-5%[57.5 µM]	0%	0%	11	-34%	-2%	0%	-17
CCN(CC)C(=O)/C(=C\c1ccncc1)NC(=O)c1ccccc1	2%	i	0%	-4%	-4	5%	3%	-3%	2
N#CC1CCN(c2ncccc2[N+](=O)[O-])CC1	12%	i	-4%	9%	3	17%	7%	3%	-2
CC1CCCCN1S(=O)(=O)c1ccc(C(=O)Nc2nnc(C3CC3)o2)cc1 (stereo not drawn)	u	i	u	-31%	-13	-15%	0%	u	-11
NC(=O)CC(NC(=O)Cc1cccc2ccccc12)c1ccc(N2CCN(c3ccccn3)CC2)c([N+](=O)[O-])c1 (stereo not drawn)	-1%	i	-4%	8%	-2	3%	6%	13%	-42
O=C(O)c1cccnc1SCC(=O)N1CCCCCC1	-16%	i	-14%	23%	-13	3%	-2%	21%	19

Exported with bars between the fields: 3 of the compounds above
canonical_smiles | TDP-43 yeast inh | PTHR1 ag | aSyn yeast inh | GLP1R inv ag | D3 antag | GLP1R cytotox | GLP1R ag | KB-V1 cytotox | D3 ag
O=C(O)c1cccnc1SCC(=O)N1CCCCCC1 | -16% | i | -14% | 23% | -13 | 3% | -2% | 21% | 19
CC1CCCCN1S(=O)(=O)c1ccc(C(=O)Nc2nnc(C3CC3)o2)cc1 (stereo not drawn) | u | i | u | -31% | -13 | -15% | 0% | u | -11
N#CC1CCN(c2ncccc2[N+](=O)[O-])CC1 | 12% | i | -4% | 9% | 3 | 17% | 7% | 3% | -2

High-throughput results: PubChem BioAssay, National Center for Advancing Translational Sciences (NCATS)

Some of the compounds tested (hit frequency here may not be typical).
